From PubChem BioAssay
AGP1-GFP MLPCN: alters AGP1-GFP fluorescence in TOR pathway yeast screen; S. cerevisiae AGP1-GFP multiplex flow cytometry, 3 h; GFP as percent of DMSO wells; GFP response vs DMSO, % at 10 µM; 320,000 compounds, 0.02% hits; AID 2066;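 active = GFP response relative to DMSO above a set limit, near screen average plus 3 SD, cut at about 150% in these data; inconclusive = fewer than 70 cells counted for the yeast strain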;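 also: median GFP channel fluorescence of the gated AGP1 strain per well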
CIT2 TOR yeast: alters CIT2-GFP fluorescence in TOR pathway yeast screen; S. cerevisiae CIT2-GFP strain, flow cytometry, 3 h; 100 means same as DMSO wells; GFP response vs DMSO, % at 10 µM; 320,000 compounds, 0.065% hits; AID 2029;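 active = GFP response relative to DMSO above a set limit, near the screen mean plus 3 SD, cut at about 150% in these data; inconclusive = Fewer than 70 cells measured for a yeast strain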;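 also: ratio of well median GFP fluorescence to mean of DMSO wells on the plate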
JMJD2C inh: inhibitors of human GASC-1 (JMJD2C) demethylase. Q9H3R0. 330,000 compounds, 0.069% hits. GST-JMJD2C(1-420) H3K9me3 demethylation, DELFIA europium. inhibition, % at 2.35 µM;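 active = more than half of a compound's replicate wells show inhibition beyond 50%, single wells judged on their own value; inconclusive = some, but no more than half, of replicates pass 50% inhibition; inactive = no replicate passes 50% inhibition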;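 also: signal counts dimethyl H3K9 product captured on neutravidin plate; 0% = median of DMSO wells and 100% = 0.3 times that DMSO median; strong numbers were not always called active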
MEP2 TOR yeast: modulators of TOR pathway MEP2-GFP in S. cerevisiae; S. cerevisiae MEP2-GFP strain, flow cytometry GFP, 3 h; 100% = DMSO control level; GFP response vs DMSO, % at 10 µM; 330,000 compounds, 0.51% hits; AID 2016;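 active = GFP response versus DMSO above a set limit, roughly screen mean plus 3 SD, cut at about 180% in these data; inconclusive = fewer than 70 cells counted for a yeast strain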;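 also: median GFP fluorescence of the barcode-gated MEP2-GFP cells per well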
RPL19A TOR yeast: modulators of TOR pathway RPL19A-GFP in S. cerevisiae; S. cerevisiae RPL19A-GFP strain, flow cytometry, 3 h; active compounds read low; percent response vs DMSO, % at 10 µM; 330,000 compounds, 0.3% hits; AID 2025;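 active = percent response vs DMSO below 50%; inconclusive = fewer than 70 events counted for the yeast strain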;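 also: median channel GFP fluorescence of the barcoded RPL19A-GFP strain; ratio of sample median GFP to plate DMSO average so 100% = DMSO; lower means less RPL19A-GFP as with rapamycin TOR inhibition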
LAP4 TOR yeast: modulators of TOR pathway LAP4-GFP in S. cerevisiae | GFP response vs DMSO, % at 10 µM | S. cerevisiae LAP4-GFP multiplex, flow cytometry GFP, 3 h; median GFP as percent of DMSO wells | 320,000 compounds, 0.34% hits | AID 2023;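 active = GFP response vs DMSO above a set limit, about the screen mean plus 3 SD, cut at about 150% in these data; inconclusive = under 70 cell events counted for the yeast strain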
GRK2 aptamer HTS: blocks RNA aptamer binding to human GRK2. bead flow cytometry, FAM-aptamer displacement from GRK2. 330,000 compounds, 0.59% hits. inhibition of aptamer binding, % at 10 µM. AID 488847. P25098;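 active = inhibition of aptamer binding above 40%, roughly 3 SD of noise, on plates passing a quality check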;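 also: median bead fluorescence of bound FAM aptamer so fluorescent compounds give negative values; no value below 0 was filed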
VLA-4 inh: inhibition in a human VLA-4 binding assay; VLA-4 expressing cells, ligand binding flow cytometry; P13612; 330,000 compounds, 0.2% hits; inhibition, % (about 7 µM as worked out from the volumes in the protocol); in the data active = inhibition above about 50%
Target sequence (P13612 whole entry, looked up): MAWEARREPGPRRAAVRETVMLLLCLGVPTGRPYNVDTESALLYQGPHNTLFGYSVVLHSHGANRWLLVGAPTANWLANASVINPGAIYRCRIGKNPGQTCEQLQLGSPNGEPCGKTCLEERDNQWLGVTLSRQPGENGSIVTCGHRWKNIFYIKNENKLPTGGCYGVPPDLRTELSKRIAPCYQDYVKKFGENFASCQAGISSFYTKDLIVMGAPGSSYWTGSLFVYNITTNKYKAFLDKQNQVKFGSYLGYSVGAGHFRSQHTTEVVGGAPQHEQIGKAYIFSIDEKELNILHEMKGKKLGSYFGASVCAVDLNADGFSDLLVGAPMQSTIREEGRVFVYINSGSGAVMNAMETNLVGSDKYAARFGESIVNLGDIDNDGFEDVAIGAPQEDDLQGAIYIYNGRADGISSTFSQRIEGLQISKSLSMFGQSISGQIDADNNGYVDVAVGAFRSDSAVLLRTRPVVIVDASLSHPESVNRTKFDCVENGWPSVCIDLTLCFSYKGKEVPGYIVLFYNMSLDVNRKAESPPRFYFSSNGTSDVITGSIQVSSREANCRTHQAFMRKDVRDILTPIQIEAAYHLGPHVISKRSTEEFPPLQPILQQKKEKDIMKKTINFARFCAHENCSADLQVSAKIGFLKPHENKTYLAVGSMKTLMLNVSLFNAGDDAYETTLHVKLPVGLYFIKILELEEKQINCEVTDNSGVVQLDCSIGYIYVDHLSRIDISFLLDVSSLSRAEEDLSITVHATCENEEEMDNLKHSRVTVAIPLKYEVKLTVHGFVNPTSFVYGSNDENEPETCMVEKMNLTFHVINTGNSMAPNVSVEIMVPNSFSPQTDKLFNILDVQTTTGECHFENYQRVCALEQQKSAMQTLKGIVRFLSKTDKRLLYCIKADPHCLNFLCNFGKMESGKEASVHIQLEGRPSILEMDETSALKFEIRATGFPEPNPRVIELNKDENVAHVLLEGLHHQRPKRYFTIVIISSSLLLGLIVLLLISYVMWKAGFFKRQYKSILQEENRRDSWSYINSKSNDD
Starred values were filed as active, the others as inactive; u = inconclusive; x = no result given; & = joins results of further samples.

SMILES	AGP1-GFP MLPCN	CIT2 TOR yeast	JMJD2C inh	MEP2 TOR yeast	RPL19A TOR yeast	LAP4 TOR yeast	GRK2 aptamer HTS	VLA-4 inh
COc1ccc(/C=C\C(=O)CC(O)(c2ccccc2)C(F)(F)F)cc1 (stereo unspecified)	86	88	137	101	96	108	0	7
Cc1ccc(Cn2nc(C)c(C(=O)NCC(c3cccs3)N3CCOCC3)c2Cl)cc1 (stereo unspecified)	99	90	6	91	91	91	0	-23
O=C(/C=C/c1ccc(Cl)c([N+](=O)[O-])c1)c1ccc(O)cc1	97	86	-14	88	95	128	2	16
O=C(/C=C/c1ccco1)N(Cc1ccc(F)cc1)C1CCS(=O)(=O)C1 (stereo unspecified)	100	94	-7	90	94	93	0	5
C=CCn1c(=O)c2ccccc2n2c(SCc3cc(=O)n4ccsc4n3)nnc12	97	101	2	99	93	97	0	3
Cc1oc(-c2cccc(Cl)c2)nc1CN1CCC(C(=O)NCC2CCCO2)CC1 (stereo unspecified)	80	99	0	98	93	95	0	12
CCOC(=O)c1cc2sc(C)cc2n1CC(=O)N1CCc2ccccc21	98	103	7	102	101	91	2	35
CC1CN(C(c2ccco2)c2sc3ncnn3c2O)CC(C)O1 (stereo unspecified)	106	107	-1	106	104	107	1	-8
O=C(Nc1ccncc1NC(=O)c1cccc([N+](=O)[O-])c1)c1cccc([N+](=O)[O-])c1	91	95	-9	96	103	94	0	-6
COc1cccc(C2/C(=C(\O)c3ccc4c(c3)OCCO4)C(=O)C(=O)N2c2nnc(C)s2)c1 (stereo unspecified)	98	100	-3	108	97	91	1	-2
O=C(O)CCCC(=O)N1N=C(c2ccccc2)CC1c1ccc2c(c1)OCO2 (stereo unspecified)	98	98	2	97	100	93	2	7
COc1ccc(C(=O)NC(=S)Nc2cccc(Cl)c2N2CCOCC2)cc1[N+](=O)[O-]	103	98	-2	106	100	116	1	-10
S=C(Nc1cccnc1)NC1CC2CCC1C2 (stereo unspecified)	u	u	-1	u	u	u	0	10
N#CCC(=O)Nc1ccc(C(=O)OCC(=O)NC(=O)Nc2ccc3c(c2)OCCO3)cc1	104	113	6	109	99	102	1	-17
O=C1CC(N2CCSCC2)C(=O)N1c1cccc(Br)c1 (stereo unspecified)	97	100	18	94	95	97	0	3
CCOCCCN(C(=O)Cn1nnc(-c2ccc(C)o2)n1)C(C(=O)NC1CCCC1)c1ccco1 (stereo unspecified)	90	98	14	101	103	93	1	-2
O=C(Nc1nc2ccccc2[nH]1)c1ccc(Br)o1	105	99	-27	100	100	105	0	7
O=C(COC(=O)/C=C/c1nc2ccccc2s1)Nc1ccccc1Oc1ccccc1	94	109	9	111	102	100	0	-8
CC1=CCC(/C=N\Nc2nnc3c(n2)[nH]c2ccccc23)CC1 (stereo unspecified)	96	89	-17	114	100	106	0	8
COc1ccc(NC(=O)c2cn3c(nc4ccccc43)c(C#N)c2C)cc1	105	94	0	96	101	112	0	7
CN(Cc1ccccc1)C(=O)COC(=O)c1cc2ccccc2oc1=O	95	92	4	91	95	88	4	-6
COc1ccc(N2CCN(C(=S)NCCc3ccccc3)CC2)cc1	93	83	-4	101	99	101	0	3
COc1cc(S(=O)(=O)Nc2cccnc2)ccc1F	103	102	-4	106	101	105	0	4
C=C(C)C(=O)Nc1cccc(C2=NOC3(C2)C[C@H](C(N)=O)N(C(=O)COc2ccc(Cl)cc2)C3)c1 (stereo partly specified)	79	70	-3	100	96	133	97*	20
O=C(Nc1csc([N+](=O)[O-])c1)Nc1c(Cl)cccc1Cl	87	101	3	98	91	99	3	9
COc1ccc(N2CCN(CCNC(=O)C3CC(=O)N(C4CCCC4)C3)CC2)cc1 (stereo unspecified)	118	111	-7	106	108	114	0	3
CN(CC(=O)Nc1ccc(F)cc1)C(=O)COC(=O)CSc1ccc(F)cc1	110	100	-1	102	100	103	0	-9
Cc1ccc(C)c(N2CCN(CCCNC(=O)Cn3cccc3C(=O)c3ccccc3C)CC2)c1	105	101	-39	95	98	113	0	23
c1ccc(-c2ccc(C(c3ccccc3)n3ccnc3)cc2)cc1 (stereo unspecified)	89	89	-16&-14	97	102	107	1	11
CC1CN(S(=O)(=O)c2cccc(C(=O)Nc3ccccc3N3CCCCC3)c2)CC(C)O1 (stereo unspecified)	103	94	-3	99	95	103	1	-9

Part of the list above, with values under each structure.
Order of values: AGP1-GFP MLPCN	CIT2 TOR yeast	JMJD2C inh	MEP2 TOR yeast	RPL19A TOR yeast	LAP4 TOR yeast	GRK2 aptamer HTS	VLA-4 inh
- COc1ccc(N2CCN(C(=S)NCCc3ccccc3)CC2)cc1
→ 93	83	-4	101	99	101	0	3
- COc1cc(S(=O)(=O)Nc2cccnc2)ccc1F
→ 103	102	-4	106	101	105	0	4
- C=C(C)C(=O)Nc1cccc(C2=NOC3(C2)C[C@H](C(N)=O)N(C(=O)COc2ccc(Cl)cc2)C3)c1 (stereo partly specified)
→ 79	70	-3	100	96	133	97*	20
- O=C(Nc1csc([N+](=O)[O-])c1)Nc1c(Cl)cccc1Cl
→ 87	101	3	98	91	99	3	9

(next part)
SMILES	AGP1-GFP MLPCN	CIT2 TOR yeast	JMJD2C inh	MEP2 TOR yeast	RPL19A TOR yeast	LAP4 TOR yeast	GRK2 aptamer HTS	VLA-4 inh
CCOc1ccccc1NC(=O)Nc1ccc(OC)nc1	93	94	4	104	101	88	0	-6
COc1ccc(-c2c(-c3ccccc3OC)oc3ccccc23)cn1	101	98	7	87	97	102	0	-6
CC(Nc1ncnc2sccc12)c1ccccc1 (stereo unspecified)	96	95	-11	104	104	94	0	-18
CC(=O)c1ccc(S(=O)(=O)N(Cc2cc3cc4c(cc3[nH]c2=O)OCCO4)CC2CCCO2)cc1 (stereo unspecified)	102	97	-38&-7	99	95	97	3	1
COc1cccc(CN2CC(C(=O)N(C)Cc3ccc(C)cc3)CCC2=O)c1 (stereo unspecified)	105	101	-9	100	101	98	2	7
O=C(NCC1CCCO1)c1cccnc1NCc1ccc(F)cc1 (stereo unspecified)	97	98	0	96	99	98	0	-8
Cc1nnc(SCC(=O)NC(C)(C)C)n1NCc1c(F)cccc1Cl	96	98	14	101	97	103	0	-15
CCOC(=O)C1=C(C)NC(=O)C1(NC(=O)c1cccnc1)C(F)(F)F (stereo unspecified)	111	100	21	105	105	102	0	2
Cc1ccc(S(=O)(=O)N2CCCCC2)cc1NC(=O)C1CC(=O)N(c2ccc3c(c2)OCCO3)C1 (stereo unspecified)	108	110	0	99	101	104	1	-3
Cc1ccccc1C(=O)N[C@H](C(=O)Nc1ccc(Cl)c(Cl)c1)C(C)C	106	90	10	106	100	100	1	12
Cc1n[nH]c(C)c1S(=O)(=O)N1CCCC(C(=O)NCc2ccc(F)cc2)C1 (stereo unspecified)	104	97	9	98	100	100	0	14
O=C(Nc1nnc(-c2ccc(F)cc2)o1)c1ccc(S(=O)(=O)N2CCOCC2)cc1	89	94	4	95	102	89	0	5
O=C(c1cc(Br)c(Br)s1)N1CCN(c2ccccn2)CC1	91	96	-33	93	98	94	1	-4
COc1cc(C(=O)NCCCN2CCCC2=O)cc(Br)c1OCc1ccccc1	108	106	13	105	113	108	0	6
Cc1cccc(NC(=O)NCC(F)(F)F)n1	102	x	16	101	102	92	0	3
COc1ccc(NC(C(=O)Nc2cccc(C(C)=O)c2)c2ccccc2)cc1 (stereo unspecified)	92	96	-18	101	99	88	0	7
CNC(=O)N(O)C1N(/N=C/c2ccc(SC)cc2)C(=S)SC1(C)C (stereo unspecified)	101	105	-5	107	104	93	0	10
COc1ccc(S(=O)(=O)Nc2ccccc2C(=O)NCc2cccnc2)cc1C	103	109	-10	105	102	103	2	-2
O=C(CN1CCN(c2ccccc2F)CC1)NC(=O)NCc1ccco1	110	92	1	109	103	104	3	-2
CC(C)(C)c1ccc(NC(=O)COc2ccc(-n3ccnc3)cc2)cc1	97	98	0	98	96	88	0	4
CC(=O)N(C)c1ccc(NC(=O)c2ccco2)cc1	90	86	4	96	91	88	6	-1
Cc1nn(Cc2ccc(C(=O)Nc3ccccc3C(F)(F)F)o2)c(C)c1Br	107	101	5	102	100	93	1	13
COCCn1c(=NC(=O)CCS(=O)(=O)c2ccccc2)sc2ccccc21	101	97	-20	105	99	106	0	-20
CC(C)(C)C(=O)Nc1cccc(-c2nc3ccccc3c(=O)o2)c1	101	92	-1	103	95	95	0	6
O=C(CSc1nnc(Cn2c(=O)sc3ccccc32)n1-c1ccccc1)N1CCCCCC1	104	94	-7	105	99	100	1	1
Cc1cc(=O)n2[nH]c(NCc3c(F)cccc3Cl)nc2n1	102	91	4	95	97	93	0	23
Cc1cc2nc3s/c(=C/c4ccc(-c5ccccc5C(=O)O)o4)c(=O)n3c2cc1C	102	133	6	150	99	x	4	-52
CCCC(C)C(=O)OCC(=O)NCc1ccc(OC)c(OC)c1 (stereo unspecified)	102	96	-2	95	96	98	2	7
COc1cccc(C2SCC(=O)N2c2ccc(Cl)cc2)c1OC (stereo unspecified)	100	104	1	102	98	95	0	20
O=C(CCCN1C(=O)/C(=C/c2ccc3c(c2)OCO3)SC1=S)Nc1ccc(C(=O)O)cc1	90	100	3	95	92	85	0	-11
CC1CCC(C(C)C)C(OC(=O)Cn2c(-c3ccccc3)[n+](C)c3ccccc32)C1 (stereo unspecified)	102&99	99&91	6&3	99&87	99&106	101&87	0&0	47&16
CC(C)Cc1cc(C(=O)N2CCN(C(c3ccccc3)c3ccccc3)CC2)no1	96	101	-6	95	97	92	0	-21
Cc1cc(C)n2nc(CC(=O)NC3CCCCCC3)nc2n1	103	111	1	104	100	103	0	-4
CCOC(=O)C1(CCc2ccccc2)CCN(Cc2cnc(N(C)C)s2)CC1	106	102	10	102	96	117	0	-4
CCN(CC)CCCNc1nc2cc(OC)c(OC)cc2c2nc(-c3ccccc3)nn12	101	98	-10	99	97	104	0	-2
CC1(C)SC(=S)N(/N=C/c2ccccc2O)C1N(O)C(=O)Nc1ccccc1 (stereo unspecified)	97	100	5	100	98	103	0	6
COC(=O)c1cnc(SCc2ccc([N+](=O)[O-])cc2)n1C	x	x	6	96	99	x	0	1
O=C(CCc1ccccc1)N1N=C(c2ccncc2)CC1(O)C(F)(F)F (stereo unspecified)	100	96	0	90	98	98	0	-2
COCCN(CC(=O)Oc1ccccc1P(=O)(OC)OC)Cc1ccccc1	119	100	23	103	105	110	0	2
O=C(CSC1=NS(=O)(=O)c2ccccc2N1)Nc1ccccc1F	119	109	29	111	107	108	0	-2
COc1ccc(Cc2nnc(NC(=O)c3cccc(C)c3)s2)cc1	101	97	18	101	94	102	4	15
Cc1cc(C(=O)COC(=O)CCc2nc3ccccc3s2)c(C)n1C	93	96	-6	97	98	99	0	-4
S=c1ccc2ccccc2[nH]1	98	94	6	95	98	101	1	33
CSCCC(NS(=O)(=O)c1ccc2c(c1)oc(=O)n2C)C(=O)NC1CCN(Cc2ccccc2)CC1 (stereo unspecified)	92	95	0	97	109	94	3	1
CCN(CC)C(=O)CP(=O)(c1ccccc1)c1ccccc1	109	106	0	99	101	100	0	-4
O=C(NCCCN1CCN(c2cccc(Cl)c2)CC1)c1ccc(N2CCCC2=O)cc1	105	105	7&2	102	103	101	0	4
CC1(C)CC2CC(C)(CN2CC(O)c2ccccc2)C1 (stereo unspecified)	107	105	3	107	103	107	3	26
CCC(=O)Nc1ccc(Oc2ccc3c(c2)C(=O)N(c2ccc(O)cc2)C3=O)cc1	104	95	-12	109	100	104	1	1
